From PubChem
Dengue-2 NS5 capping: flavivirus cap methylation enzyme inhibition – biochemical, confirmation dose response, primary screen (AID 588689). Dengue-2 NS5 methyltransferase capping enzyme assay, biochemical; higher % means a stronger effect. one-dose inhibition, % at 25 µM; IC50 in µM for titrated hits. 340,000 compounds, 0.3% hits; in the data active = a potency from the dose series; inconclusive = inhibition above about 29% without an active follow-up result
RSV antiviral HEp-2: inhibition of RSV-induced cytopathic effect – HEp-2 cells, primary 10 µM value included (AID 2391); HEp-2 cells, RSV-induced CPE inhibition; higher % means a stronger effect; 310,000 compounds, 0.13% hits; one-dose CPE inhibition, % at 10 µM; IC50 in µM for titrated hits; in the data active = a potency from the dose series; inconclusive = CPE inhibition mostly from about 23% at the one dose, without a potency; inactive = the rest, 99 in 100 with CPE inhibition below about 21%; note: strong numbers were not always called active
MgcRacGAP inhibition: MgcRacGAP GTPase-activating activity inhibitors, confirmation, biochemical, ADP Hunter fluorescence. MgcRacGAP-stimulated Rac1 GTP hydrolysis, ADP Hunter fluorescence; higher % means a stronger effect; GST-tagged Rac1 F28L mutant substrate. one-dose inhibition, % at 30 µM; IC50 in µM for titrated hits. 340,000 compounds, 0.6% hits;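 active = first-screen hits whose inhibition reached a set limit at any dose in the follow-up dose series; inconclusive = inhibition above the set first-screen limit but never retested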;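 note: fluorescence reports GDP produced by GAP-driven GTP hydrolysis; strong numbers were not always called active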
West Nile antiviral: inhibition of WNV-induced cytopathic effect – cell-based, CPE readout (AID 1621); CPE inhibition, % at 10 µM, or IC50 in µM where a hit was titrated; West Nile virus-infected cells, CPE inhibition; higher % means a stronger effect; 290,000 compounds, 0.02% hits; in the data active = a potency from the dose series; inconclusive = CPE inhibition mostly from about 3.7% at the one dose, without a potency; inactive = the rest, 99 in 100 with CPE inhibition below about 2.2%; note: strong numbers were not always called active
PhoP inhibition: PhoP-dependent GFP reporter repression – Salmonella Typhimurium, primary screen (AID 1863) | S. Typhimurium PhoP-regulated promoter GFP reporter, 4 h; higher % means a stronger effect | 300,000 compounds, 0.16% hits | inhibition, % at 50 µM; hits with a dose series show IC50 in µM;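 active = inhibition over 29.93%, a cutoff 3 SD above the screen mean, later confirmed by dose response; inconclusive = inhibition over 29.93% but no dose response follow-up; inactive = inhibition at most 29.93% or unconfirmed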;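 note: 0% = low Mg2+ inducing control and 100% = high Mg2+ repressing control; strong numbers were not always called active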
LYP inhibition: inhibitors of LYP phosphatase, biochemical, fluorescence intensity, uHTS (AID 1779); recombinant LYP phosphatase, fluorescence intensity; higher % means a stronger effect; one-dose inhibition, % at 11.5 µM; IC50 in µM for titrated hits; 290,000 compounds, 0.054% hits; in the data active = inhibition above about 50%;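 note: plate controls were vehicle with enzyme for no effect and no enzyme for full effect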
CSM14.1 death rescue: protection against thapsigargin-triggered cell killing – 384-well, CSM14.1, ATP luminescence, primary screen (AID 1222). CSM14.1 thapsigargin-induced death rescue, ATP luminescence; higher % means a stronger effect. cellular ATP content (survival), % at 20 µM, or EC50 in µM where a hit was titrated. 190,000 tested, under 10 active;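 active = EC50 below 50 µM in the dose-response confirmation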;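 note: death triggered by thapsigargin at about 15 µM added after 2 h compound pretreatment; cell ATP read after overnight thapsigargin exposure of roughly 18 to 22 hours; normalized against plate controls of thapsigargin alone and 5% DMSO vehicle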
SV40 large T antigen: TAg ATPase/helicase activity blockers – biochemical (AID 1903); SV40 large T antigen ATPase/helicase inhibition assay; higher % means a stronger effect; 310,000 compounds, 0.39% hits; inhibition, % at 20 µM; hits with a dose series show IC50 in µM; in the data active = a potency from the dose series; inconclusive = inhibition mostly from about 32% at the one dose, without a potency; inactive = the rest, 99 in 100 with inhibition below about 32%; note: strong numbers were not always called active
GPR35 arrestin U2OS: inhibition of zaprinast-stimulated GPR35 beta-arrestin translocation – imaging, U2OS, beta-arrestin-GFP, zaprinast agonist, primary screen (AID 2058); 290,000 compounds, 0.052% hits; one-dose inhibition, % at 10 µM; IC50 in µM for titrated hits; U2OS GPR35 beta-arrestin-GFP translocation imaging, zaprinast antagonism; higher % means a stronger effect;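 active = inhibition of at least 50% with at least 30 cells and total cytoplasm GFP at most 10,000,000; inconclusive = under 30 cells or total GFP of 10,000,000 plus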
Dengue-2 NS5 capping pilot replicate: second read-out of Dengue-2 NS5 capping, no call of its own (marks repeat the call); inhibition, %; measured here: pilot screen replicate inhibition
Active calls of the source: *; ? = inconclusive; . = not tested or not shown. No enrichment for hits, and some 1.5% of all compounds hit somewhere here.

SMILES | Dengue-2 NS5 capping | RSV antiviral HEp-2 | MgcRacGAP inhibition | West Nile antiviral | PhoP inhibition | LYP inhibition | CSM14.1 death rescue | SV40 large T antigen | GPR35 arrestin U2OS | others
Cc1cc(NC(=O)CCC(=O)N(c2ccc(F)cc2)C(C(=O)NC2CCCC2)c2ccc(C)o2)no1 (centres undefined) | -6% | 1.6% | 13% | -1.6% | -4% | -4% | 1.2% | 29% | 3%
CCCCc1nnc(NC(=O)CC(=O)Nc2ccccc2C(=O)O)s1 | 1% | 2.2% | 4% | 1.4% | 0% | -4% | 1.7% | 16% | -3%
CC(C)(C)CC(=O)Nc1ccccc1N1CCN(c2ccccc2)CC1 | -3% | 14% | 3% | -1.8% | -2% | 3% | -2.6% | 4% | -1%
CSCC[C@H](NC(=O)[C@@H]1Cc2ccccc2CN1)C(=O)NC1CCCCC1 | 0% | 1.3% | -36% | 0.3% | 4% | -10% | . | -7% | -18%
COc1cc(C(=O)Nc2nc(C)cc(C)n2)cc(OC)c1OC | -1% | 0.4% | 6% | -0.5% | -7% | -2% | . | 3% | 11%
N#C/C(=C/c1ccc(-c2ccc(Br)cc2)o1)C(=O)NC1CCCCC1 | -3% | 20% | 5% | -1.3% | -11% | 6% | -2.0% | 10% | 1%
O=C(CSc1ccccc1C(=O)O)c1ccc(Cl)cc1 | 7% | 0.1% | 8% | 0.5% | -14% | -2% | . | 11% | -7%
CCOc1ccc(/C=N/Nc2ccc(C(F)(F)F)cc2[N+](=O)[O-])cc1O | 0% | 2.9% | 13% | -1.1% | 6% | -1% | -2.7% | -1% | 32%
Cc1ccc(CNC(=O)c2ccc3c(=O)[nH]c4c(C(=O)NCC5CCCO5)sc(=S)n4c3c2)cc1 (centres undefined) | 0% | 12% | 12% | 0.3% | 1% | 2% | 0.6% | 30% | 2%
Cc1ccccc1-n1ncc2c1CC(C)(C)CC2NC(=O)c1ccncc1 (centres undefined) | 2% | 0.2% | 4% | -0.3% | -8% | -7% | . | 22% | 1%
CSCCC(NC(=O)COc1ccccc1)C(=O)OCCOc1ccc(F)cc1 (centres undefined) | -2% | -0.5% | 4% | . | -8% | . | . | 6% | .
CCOc1ccc(-c2nnn(CC(=O)Nc3cccc(OC)c3)n2)cc1OCC | -4% | 2.1% | 1% | -0.2% | -8% | -1% | -2.3% | 21% | -1%
Cc1cccc(-n2ncc3c(NCCc4ccc(S(N)(=O)=O)cc4)ncnc32)c1 | -8% | 5.0% | 18% | 1.2% | -10% | -1% | -1.1% | 27% | -2%
CC1CN(S(=O)(=O)c2cccc(C(=O)OC/C(O)=C(\C#N)c3nc4ccccc4[nH]3)c2)CC(C)O1 (centres undefined) | -7% | 3.4% | 6% | -1.3% | 0% | -4% | -0.4% | -1% | 11%
Cc1cc(=O)oc2cc(OCC(=O)OCC(=O)Nc3c(C)n(C)n(-c4ccccc4)c3=O)ccc12 | -4% | 1.1% | 1% | -0.1% | 2% | -2% | 2.7% | 10% | -3%
COC(=O)C1(CCSC)NC(c2ccccc2F)C2C(=O)N(c3ccc4c(c3)OCCO4)C(=O)C21 (centres undefined) | 3% | 1.5% | 4% | -0.1% | 5% | -1% | -0.1% | 9% | 3%
CCSc1cc(N2CC(C)OC(C)C2)nc(-c2ccccc2Cl)n1 (centres undefined) | 4% | 4.6% | 13% | -0.3% | 13% | -9% | 2.0% | 18% | 10%
COc1ccc(-c2csc(N3CCN(S(=O)(=O)c4ccc5c(c4)NC(=O)CO5)CC3)n2)cc1 | -3% | 10% | 8% | -0.8% | -8% | 4% | . | 23% | -5%
Cc1ccc(C(=O)N/N=C/c2cccc(OC(=O)/C=C/c3ccco3)c2)cn1 | . | 2.8% | . | 0.1% | 2% | -1% | -0.3% | 31% | -3%
Cc1ccc(Cl)c(NC(=O)CN(C)CC(=O)Nc2ccc(F)c(F)c2F)c1Cl | -16% | 6.0% | -8% | -1.2% | -7% | -5% | -0.2% | 23% | -14%

For reference, part of the list above:
SMILES | Dengue-2 NS5 capping | RSV antiviral HEp-2 | MgcRacGAP inhibition | West Nile antiviral | PhoP inhibition | LYP inhibition | CSM14.1 death rescue | SV40 large T antigen | GPR35 arrestin U2OS | others
CSCCC(NC(=O)COc1ccccc1)C(=O)OCCOc1ccc(F)cc1 (centres undefined) | -2% | -0.5% | 4% | . | -8% | . | . | 6% | .
CCOc1ccc(-c2nnn(CC(=O)Nc3cccc(OC)c3)n2)cc1OCC | -4% | 2.1% | 1% | -0.2% | -8% | -1% | -2.3% | 21% | -1%

(more compounds)
SMILES | Dengue-2 NS5 capping | RSV antiviral HEp-2 | MgcRacGAP inhibition | West Nile antiviral | PhoP inhibition | LYP inhibition | CSM14.1 death rescue | SV40 large T antigen | GPR35 arrestin U2OS | others
N/C(=N\OC(=O)c1ccc(Cl)cc1[N+](=O)[O-])c1ccccn1 | -10% | 4.0% | -8% | 0.3% | -4% | -9% | . | 4% | -9%
O=C(NC1CCCCCC1)c1ccc(Cl)c(S(=O)(=O)N2CCOCC2)c1 | -5% | 11% | 8% | -1.0% | -2% | -2% | . | 5% | -2%
CC(C(=O)O)n1c(C(F)(F)F)nc2ccccc21 (centres undefined) | -7% | 0.5% | 4% | 1.0% | -5% | -4% | -4.3% | 8% | -12%
CSc1cccc2sc(NC(=O)C3=COCCO3)nc12 | -8% | -1.8% | 6% | . | -5% | . | . | 10% | .
CCOC(=O)C1CCCN(C(=O)c2ccc3nc(-c4ccccc4)c(-c4ccccc4)nc3c2)C1 (centres undefined) | 0% | 1.2% | -34% | 0.4% | -5% | -4% | . | 17% | -13%
O=C(NNc1ccccc1)Nc1ccccc1F | -9% | 0.6% | 0% | -0.2% | 6% | -10% | . | 3% | 7%
CCCN(CC(=O)Nc1ccc(F)c(F)c1F)Cc1cc(=O)n2ccsc2n1 | -10% | 7.6% | 9% | -1.2% | -1% | -3% | -0.3% | 4% | -5%
O=C(N/N=C/c1cc2c(cc1Cl)OCO2)c1ccncc1 | -7% | 1.2% | 5% | 0.1% | -6% | -2% | -2.5% | 8% | -4%
Nc1nc2nccc(-c3ccccn3)n2n1 | 1% | 1.5% | 4% | 0.3% | 5% | -5% | -0.4% | 23% | 3%
CC1CCN(c2nc3c(c(=O)n(C)c(=O)n3C)n2CCSc2ncccn2)CC1 | -1% | 1.5% | 1% | 0.9% | . | -3% | -2.0% | 12% | -4%
COc1ccc(OC)c(-c2cc(C(=O)N/N=C/c3cc(OC)c(OC)cc3OC)c3ccccc3n2)c1 | -1% | 8.8% | 0% | . | . | . | . | 6% | .
CCOc1ccc(OCC)c(NC(=O)CN(c2ccc(OC)cc2)S(=O)(=O)c2c(C)noc2C)c1 | -8% | 16% | 0% | 1.1% | -4% | 4% | . | 5% | -8%
O=C(NCCCO)Nc1ccc2nc(-c3ccco3)c(-c3ccco3)nc2c1 | . | 1.2% | . | . | -18% | 3% | 0.5% | ? | -6%
COC(=O)[C@@]1(Cc2ccc(F)cc2)[C@H]2c3cc(C(=O)N(C)C)n(Cc4nc5ccccc5[nH]4)c3C[C@H]2CN1C(=O)c1ccccc1 | . | 0.8% | . | 0.0% | -2% | 2% | 8.3% | 15% | 8%
CC(C)C(NS(=O)(=O)c1ccc2c(c1)oc(=O)n2C)C(=O)N1CCN(c2ccccc2F)CC1 (centres undefined) | -2% | -2.2% | 3% | ? | 5% | -8% | -0.5% | 0% | 4%
CCOC(=O)/C(C#N)=C1/SC(CCO)C(=O)N1c1ccccc1 (centres undefined) | -7% | 1.0% | 10% | 0.6% | 10% | -3% | -1.7% | 6% | 1%
COc1ccc(C(=O)NNC(=O)CSc2nnc(COc3ccccc3)n2C)cc1 | -1% | 1.7% | -3% | 0.4% | 11% | -4% | -3.0% | 10% | -7%
CCC(=O)N1CCc2cc(S(=O)(=O)NC(C(=O)N3CCc4ccccc4C3)C(C)C)ccc21 (centres undefined) | -7% | -1.5% | 7% | -1.0% | -3% | -3% | 0.6% | 11% | -11% | Dengue-2 NS5 capping pilot replicate=1.2
Cc1ccc(/C=N/NC(=O)CSc2nc3ccccc3o2)cc1 | -1% | 1.0% | 5% | 0.2% | 2% | -4% | -4.6% | 16% | -6%
Cc1nc(C)c(CCNC(=O)c2cccc(Cl)c2)s1 | -6% | 0.9% | 5% | -0.5% | -11% | -2% | -1.0% | -2% | -8%
CSc1nc2c(c(=O)[nH]1)CCCC2 | 1% | 0.9% | 13% | 0.0% | 6% | -8% | -0.5% | -1% | -20%
CC(=O)/C(N=Nc1cc(C)ccc1O)=C(\C)O | 1% | 0.7% | -2% | -0.4% | -4% | -8% | -0.8% | 26% | 7%
Cc1ccc2[nH]c(=O)c(CN(Cc3nnnn3Cc3ccccc3)C3CCCC3)cc2c1 | 0% | ? | 19% | -0.9% | -16% | 3% | -2.0% | 15% | 17%
COC(=O)CSc1nc(SCc2ccc(C)cc2)nc2c1CCCC2 | -5% | 5.9% | 7% | 0.4% | 0% | 7% | -1.0% | 6% | -6%
OCCC1CN(Cc2ccc(C(F)(F)F)cc2)CCN1Cc1ccccc1 (centres undefined) | -1% | 0.3% | 8% | -1.4% | -9% | -3% | -0.6% | 6% | 9%
COc1cc2c(=O)n(CC3CCCO3)c(=O)n(CC(=O)Nc3ccccc3)c2cc1OC (centres undefined) | 0% | 1.4% | 8% | 0.3% | . | -9% | . | . | 0%
Cn1cnnc1SCC(=O)NCc1cccc(C(F)(F)F)c1 | 1% | 2.0% | 4% | -0.1% | 9% | 1% | -2.4% | -1% | -5%
Cc1ccccc1-c1nc2cc(N)ccc2o1 | -2% | 11% | 1% | 0.0% | 6% | -1% | -2.9% | 9% | 7%
COC(=O)Cc1c(C)nc2nc(NCc3c(F)cccc3Cl)[nH]n2c1=O | 6% | 1.9% | 5% | 0.2% | -7% | -3% | -3.5% | 1% | 12%
CC(=O)N1CCc2cc(Br)cc(S(=O)(=O)NCCCN3CCCC(C)C3)c21 (centres undefined) | 0% | -0.5% | 8% | -0.2% | 2% | -4% | . | -4% | -7%
O=C(Nc1ccc(Oc2ccc(NC(=O)Nc3ccccc3Cl)cc2)cc1)Nc1ccccc1Cl | 1% | 5.1% | 4% | 2.0% | 2% | -2% | . | 14% | 12%
CC(=O)c1c(C)[nH]c(C(=O)NCc2ccccc2F)c1C | -12% | 2.6% | 4% | -0.9% | -2% | -7% | . | -1% | 4%
CCC(C)COC(=O)C(C#N)c1nc2ccccc2nc1N1CCCCC1 (centres undefined) | -16% | 9.8% | -2% | 0.8% | -5% | 2% | -0.4% | 7% | 21% | Dengue-2 NS5 capping pilot replicate=0.5
Cc1ccc(S(=O)(=O)N2CCC(C(=O)N(C)C3CCS(=O)(=O)C3)CC2)cc1 (centres undefined) | 0% | -0.1% | 4% | 0.3% | -6% | -11% | 1.6% | 2% | 0%
